TRPC6 inh: inhibitors of mouse TRPC6 channel; HEK293-TRPC6, membrane potential dye, ACh-evoked depolarization; hits give low values; 310,000 tested, 1.1% active; AID 2553; B-score at 10 µM; Q61143;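 active means B-score under library mean minus 3 SD, initial fluorescence not abnormally high, positive integrated signal ratio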;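 further: B-score derived from integrated fluorescence ratio over the kinetic read; more negative B-score means stronger inhibition of depolarization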
TRPC4 inh: inhibitors of mouse TRPC4 channel. Q9QUQ5. HEK293 TRPC4beta/mu-opioid, DAMGO-evoked Fluo4 calcium flux; hits give low values. B-score at 10 µM. 300,000 tested, 0.39% active. AID 2247;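 active means B-score over 3 SD under the library average, no early fluorescence shift, positive overall ratio signal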
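Signal: kinetic Fluo4 fluorescence imaging of calcium influx. Material: stable TRPC4beta/mu-opioid receptor HEK293 cells. Probe or stimulus: DAMGO in two steps, submaximal then maximal.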
MrgX1 ag: human MrgX1 receptor agonism, primary screen; Q96LB2; MrgX1-HEK293 cells, Fluo-4 calcium fluorescence, agonist mode; hits give high values; B-score at 10 µM; 310,000 tested, 0.44% active;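 active means calcium response B-score plate-corrected fluorescence ratio at least 3 library SD, with starting fluorescence B-score inside 5 SD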
Target sequence (Q96LB2 whole entry, looked up): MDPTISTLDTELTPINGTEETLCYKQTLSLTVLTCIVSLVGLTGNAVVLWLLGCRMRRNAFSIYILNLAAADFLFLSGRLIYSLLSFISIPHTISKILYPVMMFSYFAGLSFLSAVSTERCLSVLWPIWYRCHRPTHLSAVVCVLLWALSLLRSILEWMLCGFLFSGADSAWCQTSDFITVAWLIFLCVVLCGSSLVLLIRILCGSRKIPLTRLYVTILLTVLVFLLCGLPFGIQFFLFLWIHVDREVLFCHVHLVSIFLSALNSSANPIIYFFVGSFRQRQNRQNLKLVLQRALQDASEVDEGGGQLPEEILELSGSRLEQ
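Material: MrgX1-expressing HEK293 cells / Dosing: compound as first of three additions / Incubation: overnight seeding, then 1 h dark dye loading / Signal: Fluo-4 NW calcium fluorescence / Evaluation: B-scored fluorescence response ratio / Benchmarks: positive and negative control wells on each plate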
HIF act: HIF pathway transcriptional activation; activation, % at 7.5 µM (by protocol); 300,000 tested, 0.32% active; U2OS HRE-luciferase reporter, luminescence; normalized: DMSO 0%, desferrioxamine 100%;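 active means mean activation of at least 10% of the iron chelator positive control signal, with at least half of replicates also reaching 10%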
SKKanGAS inh: blocks kanamycin growth of S. pyogenes SKKanGAS strain | BacTiter-Glo, 6 h | inhibition, % at 7.5 µM | 300,000 tested, 1.3% active;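 active means mean replicate score, as percent of positive control median, at least 50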;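 further: strain carries kanamycin resistance gene driven by streptokinase promoter and grows in 40 µg/ml kanamycin; loss of luminescence reflects streptokinase promoter inhibition or plain growth inhibition; 0% = median of DMSO wells and 100% = positive control at its reference dose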
TRPC6 act: activators of mouse TRPC6 channel | HEK293-TRPC6 membrane potential dye fluorescence; hits give high values | 310,000 tested, 0.13% active | Q61143 | B-score at 10 µM | AID 2550;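 active means B-score of the integrated fluorescence ratio above library mean plus 3 SD, and starting fluorescence ratio within library mean plus 5 SD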;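 further: higher score means more depolarization so channel activation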
RGS4 inh: human RGS4 inhibition | P49798 | HEK293 M3R/RGS4 inducible, Fluo-4 calcium flux; hits give high values; triggered by carbachol at its EC20 | B-score at 10 µM | 310,000 tested, 0.45% active;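 active means B-score, a plate-corrected calcium signal, over three deviations above library mean, with baseline fluorescence within five deviations of library mean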;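 further: RGS4 expression induced by doxycycline in cells with stable M3 receptor; B-score is computed from the integrated fluorescence ratio over baseline after carbachol; higher B-score means a larger calcium signal and so more RGS4 inhibition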
Target sequence (P49798 whole entry, looked up): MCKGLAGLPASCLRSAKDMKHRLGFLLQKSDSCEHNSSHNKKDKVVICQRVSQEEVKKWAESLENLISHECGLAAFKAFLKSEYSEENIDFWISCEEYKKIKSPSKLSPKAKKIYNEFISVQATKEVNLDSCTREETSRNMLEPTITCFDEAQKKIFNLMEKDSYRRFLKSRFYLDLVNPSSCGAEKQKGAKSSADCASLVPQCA
Platelet DG rel: platelet dense granule release activity. human platelet-rich plasma, SFLLRN dense granule ATP release, luminescence. inhibition, %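 (compounds screened at 7.5 µM in platelet-rich plasma)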. 300,000 tested, 0.22% active;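 active means mean replicate score, as percent of positive control, at or above 50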
MrgX1 antagonist: human MrgX1 receptor antagonism, primary screen | Q96LB2 | MRGX1-HEK293 calcium flux, Fluo-4, BAM8-22 antagonism; hits give low values | B-score at 10 µM | 310,000 tested, 1.3% active | AID 588676;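 active means calcium-response B-score plate-corrected more than 3 library SD below zero, starting fluorescence within 5 deviations, no agonist response on first addition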;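 further: peak minus trough fluorescence over baseline after final BAM8-22 challenge near maximal dose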
MrgX1 PAM: human MrgX1 positive allosteric modulation, primary screen; 310,000 tested, 0.63% active; B-score at 10 µM; AID 588675; Q96LB2; MrgX1-HEK293, Fluo-4 calcium flux, FDSS; hits give high values;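 active means plate-corrected calcium response at least 3 library SD above typical, normal starting fluorescence, not activating the receptor alone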;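 further: compound read alongside a low EC10 to EC30 dose of BAM8-22 agonist; peak minus trough fluorescence over baseline measured at the second addition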
RGS4 pot: RGS4 potentiation or activation | B-score at 10 µM | HEK293 M3R/inducible RGS4, carbachol calcium flux Fluo4; hits give low values | 310,000 tested, 0.92% active;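 active means B-score of the integrated calcium signal more than 4 SD below the library mean, with starting fluorescence not abnormally high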;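 further: negative B-score means reduced calcium response which marks RGS4 activation or potentiation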
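Material: Inducible-RGS4 HEK293 cells carrying M3 receptor; also added: carbachol at ECmax as muscarinic agonist stimulus; incubation: compound preincubation 20 min at room temperature before agonist; signal: Fluo4-AM (2 µM) calcium-flux fluorescence, kinetic read; measure: integrated calcium ratio converted to B score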
Numbers without * were called inactive; i = inactive; / = no result given.

Structure	Platelet DG rel	MrgX1 antagonist	HIF act	RGS4 pot	MrgX1 ag	TRPC6 inh	RGS4 inh	SKKanGAS inh	MrgX1 PAM	TRPC6 act	TRPC4 inh
Cc1oc2c(c(C)cc3oc(=O)c(CC(=O)NCC(=O)NCC(=O)NCC(C)O)c(C)c32)c1C (stereo not drawn)	-1.2	i	0.4	i	i	i	i	0.5	i	i	i
CCOC(=O)C(=O)Nc1cc([N+](=O)[O-])ccc1C	-5.6	i	0.1	i	i	i	i	-7.4	i	i	i
COCCn1nnnc1CN(CCc1ccccc1)Cc1cc2ccc(C)cc2[nH]c1=O	0.7	i	0.0	i	i	i	i	-2.1	i	i	i
O=C(CN1C(=O)C2CC=CCC2C1=O)Nc1nnc(SCc2ccc(Cl)cc2)s1 (stereo not drawn)	-5.3	i	0.0	i	i	i	i	2.2	i	i	i
Cc1cc(NC(=O)Nc2ccc(OCc3ccccc3)cc2)n(C)n1	0.4	i	0.8	i	i	i	i	-4.1	i	i	i
Cc1ccc(CNC(=O)CS(=O)(=O)c2ccccc2)cc1	0.5	i	0.5	i	i	i	i	-27.5	i	i	i
Cc1nc(NC(=O)c2cccc(-c3cc4ccccc4oc3=O)c2)ccc1Br	-6.8	i	0.4	i	i	i	i	-13.9	i	i	i
O=C(NCCO)c1cc(-c2cc(C(=O)NCCO)c3ccccc3n2)nc2ccccc12	0.7	i	0.6	i	i	i	i	1.4	i	i	i
COc1ccc(C(=O)OCC(=O)Nc2ccc(Cl)cn2)cc1	8.8	i	-0.6	i	i	i	i	-15.9	i	i	i
CCCn1c(NC(=O)C2CCN(S(=O)(=O)c3cccs3)CC2)nc2ccccc21	5.4	i	1.7	i	i	i	i	51.1*	i	i	i
COc1ccc(N(C(=O)CNC(=O)c2cccs2)C(C(=O)NCC2CCCO2)c2ccc(OC)c(OC)c2)cc1 (stereo not drawn)	0.5	i	-0.2	i	i	i	i	-0.2	i	i	i
COc1ccc(C)cc1NC(=O)CCC(=O)Nc1nnc(C2CCCCC2)s1	-6.0	i	0.2	i	i	i	i	-1.6	i	i	i
O=C(Cn1cc2c(n1)CCCC2)NCc1cccc(Cl)c1	0.9	i	-0.2	i	i	i	i	-0.8	i	i	i
CCOC(=O)CN1C(=O)/C(=C/c2c(F)cccc2Cl)Oc2ccccc21	-6.1	i	0.4	i	i	i	i	18.8	i	i	i
O=C(c1cc(COc2cccc(C(F)(F)F)c2)on1)N1CCC(Oc2cccnc2)CC1	6.3	i	0.7	i	i	i	i	-7.8	i	i	i
CC(C)CCC(CCNCc1ccccn1)c1ccc2c(c1)OCO2 (stereo not drawn)	22.2	i	1.7	i	i	i	i	10.6	i	i	i
O=C(CCl)Nc1cccc(S(=O)(=O)N2CCCCCC2)c1	9.6	i	1.7	i	42.5*	i	i	6.9	i	i	i
Cc1csc(NC(=O)CSc2nc(C(C)C)nc3c2c(=O)n(C)c(=O)n3C)n1	20.9	i	-0.2	i	i	i	i	-0.7	i	i	i
COc1ccc(/C=N/n2c(-c3n[nH]c4c3CCC4)n[nH]c2=S)cc1OC	4.3	i	-0.4	i	i	i	i	0.3	i	i	i
Cc1ccc(C)c(NC(=O)CN(C)C(=O)c2ccc(Cl)nc2)c1	2.3	i	0.6	i	i	i	i	-2.2	i	i	i
O=C1COc2ccc(C(=O)CSc3nnc(NCc4ccccc4)s3)cc2N1	-3.3	i	-0.1	i	i	i	i	-4.5	i	i	i
CC(=O)NO	0.7	i	0.0	i	i	i	i	0.2	i	i	i
COc1ccc(NS(=O)(=O)c2cccc(C(=O)N3CCCC3)c2)cc1	-9.2	i	-0.1	i	i	i	i	-11.7	i	i	i
Cc1c(NC(=O)COc2ncnc3ccccc23)c(=O)n(-c2ccccc2)n1C	-0.4	i	0.0	i	i	i	i	-2.1	i	i	i
CC1(CC(=O)Nc2ccccc2)NC(=S)N(c2ccccc2)N1 (stereo not drawn)	-4.9	i	1.5	i	i	i	i	1.6	i	i	i
COc1ccc(C(=O)Nc2cccc(C(=O)N3CCCC3)c2)cc1	0.1	i	1.2	i	i	i	i	-6.9	i	i	i
CCc1c(C)nc2[nH]nc(-c3ccccc3)n2c1=O	/	i	/	i	i	i	i	2.0	i	i	i
O=C(Cn1cccc1)N1CCN(c2ccc(F)cc2)CC1	56.0*	i	0.0	i	i	i	i	-4.3	i	i	i
CCN(CC(=O)Nc1cc(C)nn1-c1nc(C)cc(C)n1)Cc1ccccc1	0.2	i	0.3	i	i	i	i	32.4	i	i	i
Cn1c(CC(=O)Nc2ccccc2Cl)nnc1SCC(=O)NC1CCCCC1	-0.4	i	0.1	i	i	i	i	-3.5	i	i	i
COc1ccc(-n2c(=O)[nH]cc(C(=O)Nc3ccc4c(c3)OCO4)c2=O)cc1OC	-1.5	i	0.0	i	i	i	i	3.3	i	i	i
O=S(=O)(c1ccccc1)N1CCN=C1SCc1ccc(Cl)c(Cl)c1	8.8	i	0.0	i	i	i	i	1.1	i	i	i
O=C(NC1CCCCC1)C1CCN(C(=O)c2ccccc2Cl)CC1	-7.9	i	0.1	i	i	i	i	-0.6	i	i	i
O=C(C1CC1)N1CCCC(c2ccc(Cl)cc2)=N1	-5.7	i	-0.2	i	i	-6.95*	i	-20.6	i	i	i
N#Cc1cc(-c2ccccc2)nn1-c1ccccc1	-1.7	i	2.2	i	i	i	i	-5.1	i	i	i
NC(=O)CSc1nnc2sc3ccccc3n12	-10.6	i	0.0	i	i	i	i	-3.5	i	i	i
CCN(CC)CC(=O)c1c[nH]c2ccc(C)cc12	7.2	i	0.4	/	i	/	/	-2.3	i	/	/
Cc1cc(C)[n+](C)n1CC(O)Cn1c2ccccc2c2ccccc21 (stereo not drawn)	1.8	i	0.2	i	i	i	i	1.8	i	i	i
Cc1cc(C(F)(F)F)nn1CC(=O)NCc1ccco1	-3.3	i	0.0	i	i	i	i	-5.6	i	i	i
O=Cc1ccc(Oc2cccc(C(F)(F)F)c2)nc1	0.3	i	0.0	i	i	i	i	-13.3	i	i	i
CC1(C)Cc2c(C#N)c(OCC(=O)c3ccc(Cl)cc3)nc(-c3ccco3)c2CO1	1.3	i	-0.5	i	i	i	i	2.9	i	i	i
Cc1ccc(C)c(OCCCC(=O)Nc2ccccc2C(N)=O)c1	3.2	i	0.1	i	i	i	i	10.1	i	i	i
O=C(CCc1nnc2n(Cc3ccc(Cl)cc3)c(=O)c3ccccc3n12)NCCCN1CCOCC1	-1.3	i	0.4	i	i	i	i	5.9	i	i	i
Cc1ccccc1Nc1nc(N)nc(COc2ccc(C#N)cc2)n1	-0.5	i	0.0	i	i	i	i	-2.4	i	i	i
CCOc1ccc(CCNC(=O)c2cccc(NC3=NC4CS(=O)(=O)CC4S3)c2)cc1 (stereo not drawn)	6.2	i	-0.2	i	i	i	i	-2.5	i	i	i
CC(C)c1ccc2nc3sc(C(=O)N4CCc5ccccc5C4)c(N)c3cc2c1	3.7	-5.85*	1.6	i	i	i	i	53.6*	i	i	i
Cc1ccccc1CC(=O)N1CCN(C(=O)c2ccco2)CC1	8.8	i	0.0	i	i	i	i	-16.8	i	i	i
CCC1=[N+](CC(=O)c2ccc(C)cc2)CCn2c(C)ccc21	-1.8	i	-0.6	i	i	i	i	3.5	i	i	i
COC(=O)Cc1c(C)nc2nc(NCc3c(F)cccc3Cl)[nH]n2c1=O	-17.6	i	-0.2	i	i	i	i	-0.6	i	i	i
Cc1cc2c(=O)oc(-c3ccc(Br)cc3)nc2s1	1.5	i	-0.2	i	i	i	i	5.3	i	i	i

(cont.)
Structure	Platelet DG rel	MrgX1 antagonist	HIF act	RGS4 pot	MrgX1 ag	TRPC6 inh	RGS4 inh	SKKanGAS inh	MrgX1 PAM	TRPC6 act	TRPC4 inh
COc1ccc2nc3sc(C(=O)NCCN4CCc5ccccc5C4)cc3cc2c1	-8.4	i	2.3	i	i	i	i	11.3	i	i	i
COc1ccc(Cl)cc1N(C(C)=O)c1nc(C)cc(C)c1C#N	3.3	i	-0.7	i	i	i	i	2.6	i	i	i
Cc1nn(CC(=O)NCCN2CCOCC2)c(=O)c2cc3sccc3n12	4.8	i	/	i	i	i	i	1.1	i	i	i
Cc1ccccc1N(CC(=O)NCC1CCCO1)C(=O)CCC(=O)Nc1nccs1 (stereo not drawn)	6.6	i	-0.6	i	i	i	i	1.2	i	i	i
CC(C)c1ccc(NC(=O)CN2C(=O)COc3ccc(S(=O)(=O)N4CCOCC4)cc32)cc1	7.0	i	-0.5	i	i	i	i	0.7	i	i	i
CC(Sc1ccccc1)C(=O)NN=C1CCN(C)CC1 (stereo not drawn)	1.1	i	-0.8	i	i	i	i	-4.8	i	i	i
COc1ccc(N2CC(NS(=O)(=O)c3cccnc3)CC2=O)cc1 (stereo not drawn)	12.1	i	-0.2	i	i	i	i	-4.3	i	i	i
CC(C(=O)OCC(=O)c1ccc(Br)cc1)N1C(=O)C2C3CCC(C3)C2C1=O (stereo not drawn)	0.5	i	-0.4	i	i	i	i	-2.0	i	i	i
CCOc1cc(NC(=S)Nc2cccc(OC)c2)c(OCC)cc1NC(=O)C(C)C	-4.9	i	1.1	i	i	i	i	6.1	i	i	i
COc1ccc(C2CC(=O)C3=C(C2)Nc2ccccc2N(C(=O)CCC(=O)O)C3c2ccc(F)cc2)cc1OC (stereo not drawn)	-3.7	i	/	i	i	i	i	3.8	i	i	i
Cc1ccc(S(=O)(=O)N2CCC(C(=O)N[C@@H](Cc3ccccc3)C(=O)O)CC2)cc1	0.8	i	0.2	i	i	i	i	3.7	i	i	i
O=C1C2C3C=CC(C3)C2C(=O)N1Cc1ccc(CN2C(=O)C3C4C=CC(C4)C3C2=O)cc1 (stereo not drawn)	1.1	i	0.0	i	i	i	i	5.9	i	i	i
CNC(=O)C1=C(C)NC(=S)NC1c1cc2c(cc1OC)CCCC2 (stereo not drawn)	-8.7	i	0.0	i	i	i	i	2.7	i	i	i
CCn1c(-c2cc(-c3ccc(C)c(C)c3)nc3ccccc23)n[nH]c1=S	5.1	i	0.9	i	i	i	i	12.4	i	i	i
CCOC(=O)c1cccc(NC(=O)CC2Oc3ccccc3NC2=O)c1 (stereo not drawn)	1.3	i	0.8	i	i	-6.03*	i	-8.6	i	i	i
CCN(CC)c1ccc(CNCc2cccs2)cc1	7.3	i	0.8	i	i	i	i	-1.9	i	i	i
